# Mtb BioA inh = inhibitors of Mycobacterium tuberculosis BioA enzyme | purified M. tuberculosis BioA enzyme, plate reader | inhibition, % at 9.99 µM | 0.096% of 360,000 active | AID 602481; in the data active means inhibition above about 40%; inconclusive means no clear call, values can overlap the other calls
# FBA Mtb inh = Mtb fructose-bisphosphate aldolase inhibition. purified M. tuberculosis FBA, fluorescence read-out. P9WQA3. AID 588726. 2.3% of 360,000 active. inhibition, % at 1 µM; in the data active means inhibition above about 27%;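 further: 0% = vehicle and 100% = reference inhibitor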
# Target sequence (P9WQA3 whole entry, looked up): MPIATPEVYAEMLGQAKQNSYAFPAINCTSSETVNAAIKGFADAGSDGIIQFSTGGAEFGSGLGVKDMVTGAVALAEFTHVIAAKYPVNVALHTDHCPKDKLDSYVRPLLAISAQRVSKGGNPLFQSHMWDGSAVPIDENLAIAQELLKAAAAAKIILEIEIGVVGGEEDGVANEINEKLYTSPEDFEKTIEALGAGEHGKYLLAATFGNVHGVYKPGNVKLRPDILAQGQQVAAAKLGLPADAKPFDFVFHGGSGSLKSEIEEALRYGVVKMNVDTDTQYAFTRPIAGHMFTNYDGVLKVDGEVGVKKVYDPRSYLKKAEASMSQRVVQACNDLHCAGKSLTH
# Anthrax LF inh2 = blocks Bacillus anthracis lethal factor protease | inhibition, % at 10 µM | 0.12% of 360,000 active | P15917 | multiplex microsphere protease cleavage assay, LF | AID 588501; further: plate controls were buffer without enzyme for full effect and enzyme alone for no effect
# Mtb UGM inh = Mtb UDP-galactopyranose mutase inhibition; inhibition, % at 10 µM; purified UGM, fluorescence polarization probe displacement; P9WIQ1; 0.06% of 320,000 active; AID 504406; in the data active means inhibition above about 10%, passing the limit was not always enough; inconclusive means no clear call, values can overlap the other calls
# Target sequence (P9WIQ1 whole entry, looked up): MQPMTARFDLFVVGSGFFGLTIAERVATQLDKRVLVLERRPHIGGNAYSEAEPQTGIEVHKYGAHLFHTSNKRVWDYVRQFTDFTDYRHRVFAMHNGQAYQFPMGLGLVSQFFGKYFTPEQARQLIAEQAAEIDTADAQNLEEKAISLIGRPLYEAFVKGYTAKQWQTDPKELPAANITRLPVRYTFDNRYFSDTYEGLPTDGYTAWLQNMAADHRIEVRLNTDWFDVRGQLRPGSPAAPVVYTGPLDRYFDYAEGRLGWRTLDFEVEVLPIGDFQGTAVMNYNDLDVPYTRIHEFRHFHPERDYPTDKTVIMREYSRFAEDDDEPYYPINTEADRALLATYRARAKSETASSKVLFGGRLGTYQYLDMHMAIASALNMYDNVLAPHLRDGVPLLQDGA
# BoNT-F LC inh = blocks Botulinum neurotoxin F light chain protease; AID 588497; 0.22% of 360,000 active; inhibition, % at 10 µM; Multiplex microsphere protease cleavage assay, flow cytometry; in the data active means inhibition above about 35%, passing the limit was not always enough; inconclusive means no clear call, values can overlap the other calls; further: plate controls were buffer without enzyme for full effect and enzyme alone for no effect
# PfHsp40 yeast = rescue of PfHsp40-mediated yeast toxicity; S. cerevisiae expressing PfHsp40, growth rescue, ATP luminescence; growth rescue, % at 12.5 µM; 0.68% of 340,000 active; in the data active means growth rescue above about 28%, passing the limit was not always enough; inconclusive means no clear call, values can overlap the other calls;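 further: yeast W303a lacking pdr1 and pdr3 grown in galactose medium; growth measured after three days at 30 °C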
# FadD28 binding = blocks FadD28 binding to the bisubstrate probe | fluorescence polarization | inhibition, % at 12.5 µM | 0.22% of 360,000 active | AID 588549; in the data active means inhibition above about 8.5%, passing the limit was not always enough; inconclusive means no clear call, values can overlap the other calls
# BoNT-A LC inh2 = inhibitors of Botulinum neurotoxin A light chain protease. 0.17% of 360,000 active. AID 588499. inhibition, % at 10 µM. multiplex microsphere protease substrate cleavage, flow cytometry; further: plate controls were buffer without enzyme for full effect and enzyme alone for no effect
# GDH-TPI counter = GDH-TPI coupled enzyme inhibition counter-screen | inhibition, % at 4.8 µM | GDH-TPI coupled enzyme counterscreen, NADH absorbance | AID 588335 | 1.2% of 360,000 active; in the data active means inhibition above about 30%;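 further: 0% = DMSO wells and 100% = wells lacking the enzyme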
# * marks the source's active call; other numbers are inactive results; ? = inconclusive; · = no result given. Unless noted, no stated cut-off is given here; in the data, active means inhibition above about 30%; inconclusive means no clear call, values can overlap the other calls; inactive means below that. An unsorted share of the library; about 4.7% have a hit in one of these screens.
no.	canonical_smiles	Mtb BioA inh	FBA Mtb inh	Anthrax LF inh2	Mtb UGM inh	BoNT-F LC inh	PfHsp40 yeast	FadD28 binding	BoNT-A LC inh2	GDH-TPI counter
1	Nn1c(SCC(=O)N2CCN(S(=O)(=O)c3ccc(Cl)cc3)CC2)nnc1-c1cccs1	-1.5	2	2	-2.2	-11	1.3	-2.3	-0.7	-9
2	CN(c1ccccc1)S(=O)(=O)c1ccc(NC(=O)C2CC2)cc1	5.4	-2	-1	0.4	6	-0.3	-3.4	5.6	-1
3	CSCCC(NC(=O)c1ccco1)C(=O)NCC(C)(C)N1CCOCC1 (stereo unspecified)	-7.4	3	-2	-2.7	-17	-0.3	1.0	-3.6	-4
4	CCn1cc(CN2CCC(n3nccc3NC(=O)CCOc3ccccc3)CC2)c(C)n1	0.6	2	-1	-0.8	7	-0.8	0.9	-2.0	2
5	N#Cc1ccc(/C=C/C(=O)c2cccnc2)cc1	14	-10	-7	-2.1	-1	?	-2.6	0.1	4
6	COCc1cc(OC(=O)N(C)C)nc(-c2ccccc2)n1	-0.9	4	-1	-0.4	-7	-0.2	-0.9	-0.5	-3
7	CCOc1ccc(CN(C)CC(=O)Nc2cc(OC)c([N+](=O)[O-])cc2C)cc1	13	-1	-2	0.8	-9	-0.1	1.1	-0.6	2
8	CCC(C)[C@H]1CNC(=S)N1CCC12CC3CC(CC(C3)C1)C2 (stereo partly specified)	0.8	0	-4	1.7	-7	0.3	-1.0	-1.2	1

# Reprinted from the part before: 2 compounds; new compounds follow.
no.	canonical_smiles	Mtb BioA inh	FBA Mtb inh	Anthrax LF inh2	Mtb UGM inh	BoNT-F LC inh	PfHsp40 yeast	FadD28 binding	BoNT-A LC inh2	GDH-TPI counter
7	CCOc1ccc(CN(C)CC(=O)Nc2cc(OC)c([N+](=O)[O-])cc2C)cc1	13	-1	-2	0.8	-9	-0.1	1.1	-0.6	2
8	CCC(C)[C@H]1CNC(=S)N1CCC12CC3CC(CC(C3)C1)C2 (stereo partly specified)	0.8	0	-4	1.7	-7	0.3	-1.0	-1.2	1
9	Cc1cccc(C(=O)OCC(=O)c2cccc(Br)c2)c1O	1.2	1	-1	-3.0	1	-1.7	0.4	1.6	6
10	N#Cc1cc2c(nc1SCc1ccncc1)CCC2	3.9	0	0	-0.7	-5	-0.9	-4.1	0.0	0
11	CCOc1ccc(C2C(C#N)=C(N)SC(N)=C2C#N)cc1OCC	1.1	-1	8	2.3	11	0.8	-1.6	9.0	11
12	COC(=O)CC(NC(=O)c1ccco1)c1ccc(C(C)C)cc1 (stereo unspecified)	-0.2	2	2	-0.7	-21	0.7	-0.3	-0.1	7
13	NC(=O)NO	-2.4	-1	2	-0.1	-4	-0.9	-2.7	-1.0	-8
14	CCCN1CCN(C(=O)CN2C(=O)COc3ccc(S(=O)(=O)N(CC)CC)cc32)CC1	-0.7	5	-3	-1.1	0	0.6	-0.5	0.4	9
15	Cc1ccc2c(CN3CCC(C(N)=O)CC3)cc(=O)oc2c1C	2.6	-3	1	2.6	6	0.1	-3.2	-0.5	8
16	COc1ccccc1CNC(=O)COC(=O)COc1ccccc1Cc1ccccc1	-0.6	-2	-1	-1.4	-3	-0.4	-3.7	-1.9	0

# The list goes on.
no.	canonical_smiles	Mtb BioA inh	FBA Mtb inh	Anthrax LF inh2	Mtb UGM inh	BoNT-F LC inh	PfHsp40 yeast	FadD28 binding	BoNT-A LC inh2	GDH-TPI counter
17	C#CCCc1ccccc1/C=[N+](/C)[O-]	0.0	4	-2	-0.4	-11	-0.6	-0.8	0.1	0
18	O=C(CSc1nc(C2CC2)nc2ccccc12)N1c2ccccc2Sc2ccc(C(F)(F)F)cc21	-0.9	-7	-2	2.4	-3	0.2	-7.8	-0.9	-9
19	O=C(c1cnn2c(C(F)(F)F)cc(-c3ccco3)nc12)N1CCc2ccccc2C1	0.4	0	2	-0.9	0	0.5	-2.2	2.3	5
20	COc1ccc(NC(=O)CNC(=O)CC23CC4CC(CC(C4)C2)C3)c(OC)c1	0.2	1	1	·	-4	1.4	-0.5	-7.1	2
21	CCc1ccc(NC(=S)N2CCCCCCC2)cc1	1.2	1	-6	1.1	-8	0.0	-3.1	-0.9	-6
22	CCCC(=O)Nc1ccc2c(c1)c1ccccc1n2CC	·	3	1	0.6	-9	2.0	0.7	-0.9	9
23	COc1cc(C(F)(F)F)nc2c(Br)c(C(C)(C)C)nn12	0.0	37*	·	-0.7	·	·	-0.2	·	11
24	CCCCN1CC(C)(C)[C@H](CC(=O)NC)C1=O	-4.3	-3	-8	·	-4	·	-2.7	-0.1	0

# Continued.
no.	canonical_smiles	Mtb BioA inh	FBA Mtb inh	Anthrax LF inh2	Mtb UGM inh	BoNT-F LC inh	PfHsp40 yeast	FadD28 binding	BoNT-A LC inh2	GDH-TPI counter
25	CCN1CCN(C(=O)C2CCN(S(=O)(=O)c3cccc4cccnc34)CC2)CC1	1.2	0	-4	2.5	-2	0.3	-1.5	-0.3	0
26	Cn1c(Cc2ccccc2)nnc1SCC(=O)NCCc1ccccc1	·	5	0	1.3	5	0.5	1.7	0.1	-3
27	Nc1c(C(=O)NCc2ccco2)c2nc3ccccc3nc2n1Cc1ccccc1	·	112*	2	1.7	-2	1.1	-4.5	7.1	8
28	O=C(OCn1ncc(Cl)c(Cl)c1=O)c1ccc(C(F)(F)F)cc1	-1.7	-1	2	·	-2	-1.2	-0.8	-1.5	3
29	Cc1ccc(C)c(NC(=S)NCCc2cnc[nH]2)c1	-0.4	0	-4	0.8	?	-0.6	-0.8	0.5	5
30	CC1(C(=O)Nc2cccc3ccccc23)CC1(Br)Br (stereo unspecified)	·	12	1	1.7	-6	1.8	1.5	0.8	15
31	COc1ccc(NC(=O)/C(C#N)=C\c2ccc(Br)o2)cc1	·	-4	-1	-0.5	-3	-0.7	-3.7	-0.2	11
32	Cc1ccccc1SCC(=O)OCC(=O)N1CC(=O)Nc2ccccc21	-0.1	-3	6	0.9	4	-0.8	-2.4	-0.5	1

# (cont.)
no.	canonical_smiles	Mtb BioA inh	FBA Mtb inh	Anthrax LF inh2	Mtb UGM inh	BoNT-F LC inh	PfHsp40 yeast	FadD28 binding	BoNT-A LC inh2	GDH-TPI counter
33	NC(=S)NNc1cc(Cl)cc(Cl)c1	-1.0	-12	-4	0.8	-5	-0.8	-4.9	0.7	-8
34	CNC(=O)Nc1ccccc1F	5.5	0	-4	-0.5	-41	-1.9	-1.2	-3.0	2
35	O=C(N/N=C/c1ccccn1)c1cc(C2CC2)nc2ccccc12	1.1	-2	-4	0.7	-18	-0.8	-4.3	-2.1	-10
36	Clc1ccc(-c2csc(-c3cccnc3)n2)s1	-1.1	5	-8	1.4	-18	29*	-1.5	0.2	18
37	Cc1ccc(C)c(N2CCN(C(=O)CCCn3ncn4c(cc5occc54)c3=O)CC2)c1	4.0	0	0	-2.4	-8	4.1	-2.4	-1.0	4
38	OCc1cn(-c2ccccc2)nc1-c1ccc2c(c1)OCCO2	-0.7	13	-2	2.2	-33	2.5	-2.6	-0.8	5
39	COc1cccc(C(=O)Nc2ncc3c(n2)CC(C)CC3=O)c1 (stereo unspecified)	0.2	-2	-3	-0.6	-10	-0.1	0.2	-4.7	-3
40	COc1ccc(N(CC(=O)N/N=C/c2cccnc2)S(=O)(=O)c2ccccc2)c(OC)c1	13	2	-1	-1.8	11	-0.7	-4.9	0.1	-10

# Quoted at random: seven compounds from above.
no.	canonical_smiles	Mtb BioA inh	FBA Mtb inh	Anthrax LF inh2	Mtb UGM inh	BoNT-F LC inh	PfHsp40 yeast	FadD28 binding	BoNT-A LC inh2	GDH-TPI counter
40	COc1ccc(N(CC(=O)N/N=C/c2cccnc2)S(=O)(=O)c2ccccc2)c(OC)c1	13	2	-1	-1.8	11	-0.7	-4.9	0.1	-10
39	COc1cccc(C(=O)Nc2ncc3c(n2)CC(C)CC3=O)c1 (stereo unspecified)	0.2	-2	-3	-0.6	-10	-0.1	0.2	-4.7	-3
38	OCc1cn(-c2ccccc2)nc1-c1ccc2c(c1)OCCO2	-0.7	13	-2	2.2	-33	2.5	-2.6	-0.8	5
36	Clc1ccc(-c2csc(-c3cccnc3)n2)s1	-1.1	5	-8	1.4	-18	29*	-1.5	0.2	18
35	O=C(N/N=C/c1ccccn1)c1cc(C2CC2)nc2ccccc12	1.1	-2	-4	0.7	-18	-0.8	-4.3	-2.1	-10
33	NC(=S)NNc1cc(Cl)cc(Cl)c1	-1.0	-12	-4	0.8	-5	-0.8	-4.9	0.7	-8
37	Cc1ccc(C)c(N2CCN(C(=O)CCCn3ncn4c(cc5occc54)c3=O)CC2)c1	4.0	0	0	-2.4	-8	4.1	-2.4	-1.0	4

# Later entries
no.	canonical_smiles	Mtb BioA inh	FBA Mtb inh	Anthrax LF inh2	Mtb UGM inh	BoNT-F LC inh	PfHsp40 yeast	FadD28 binding	BoNT-A LC inh2	GDH-TPI counter
41	CC1=NOC(=O)/C1=C\c1ccc(-c2ccc(Br)cc2)o1	·	-1	-2	·	-1	0.4	-0.9	0.1	-1
42	Cc1ccc(/C(O)=C2/C(=O)C(=O)N(CC(=O)O)C2c2ccc([N+](=O)[O-])cc2)cc1 (stereo unspecified)	-0.1	-1	-3	1.9	-11	1.3	-1.3	-2.0	27
43	CCn1cnc2c(oc3ccccc32)c1=O	-1.8	44*	5	2.4	-2	2.5	-1.5	-1.1	1
44	O=C(CCCn1c(=S)[nH]c2ccsc2c1=O)NCc1ccco1	1.1	2	-4	0.2	2	-0.3	-3.3	1.3	-2
45	CC(C)(C)C(=O)NC(=C(Cl)Cl)P(=O)(O)O	-0.7	-1	-3	0.8	-5	-0.4	-0.7	-3.3	-5
46	COc1ccc(CN2CCNC(=O)C2CC(=O)NC2CCCCCCC2)cc1C (stereo unspecified)	2.7	-1	-1	2.6	-6	0.8	-6.3	-0.3	-4
47	O=C(NNS(=O)(=O)c1ccc(Br)cc1)C1CCCCC1	·	6	1	1.8	6	2.5	0.5	2.1	6
48	CC(=O)N1C(c2ccccc2)CC(=O)OC1c1ccc2c(c1)OCO2 (stereo unspecified)	-2.2	1	-2	-1.1	-4	-0.6	0.5	0.3	11

# Next part.
no.	canonical_smiles	Mtb BioA inh	FBA Mtb inh	Anthrax LF inh2	Mtb UGM inh	BoNT-F LC inh	PfHsp40 yeast	FadD28 binding	BoNT-A LC inh2	GDH-TPI counter
49	COc1ccc(F)cc1S(=O)(=O)NC1CC(C)(C)NC(C)(C)C1	·	-9	-1	-1.5	-4	-0.4	-3.0	0.3	-2
50	O=C(Nc1ccc(Cl)cc1)c1ccc2snnc2c1	0.4	3	-2	0.3	-4	-0.6	-2.8	-0.3	-7
51	CCN(Cc1ccccc1)C(=O)C1CCN(Cc2ccc(SC)cc2)CC1	·	2	2	-2.3	3	-1.1	-0.7	0.9	-5
52	O=C(COC(=O)c1cncc(Br)c1)Nc1ccc2c(c1)OCO2	·	-5	5	0.2	-8	0.5	-5.8	12	9
53	Cc1cc(=O)oc2cc(OCC(=O)N3CCOCC3)c(Cl)cc12	-1.2	109*	-2	0.7	-5	-0.9	-3.5	-0.3	17
54	COc1cccc(CNS(=O)(=O)/C=C/c2ccc(OC)c(OC)c2)c1	-0.2	2	6	-1.5	2	0.1	-0.3	0.9	-2
55	Cc1cc(C)n(CC(O)Cn2c(C)c(C)c3ccccc32)n1 (stereo unspecified)	-5.5	7	7	-0.6	35*	0.2	0.0	3.8	8
56	COC(=O)C1=C(c2ccc(F)cc2OCc2ccccc2)C[C@@H]2CC[C@H]1N2C(=O)NCc1ccccc1C(F)(F)F	-0.8	0	-1	-3.5	-1	1.6	-0.5	0.1	3

# From PubChem
